Compound activity as filed in PubChem BioAssay.
NOD2-RIPK2 inh – blocks binding of human NOD2 to RIPK2; CHO BLA complementation NOD2-RIPK2, CCF4 ratio; inhibition, % at 4.98 µM; 360,000 compounds, 0.38% hits; AID 624267; in the data active means inhibition above about 21%;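 further: 0% = vehicle only and 100% = reference blocker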
NR5A2 inv ag – inverse agonists of human LRH-1 (NR5A2); O00482; HEK293T StAR-luciferase reporter, LRH-1 transfected, 24 h; inhibition, % at 3.6 µM; 360,000 compounds, 0.13% hits;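 active means inhibition above the mean inhibition of all tested compounds plus 3 SD, cut at about 73% in these data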;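 further: 0% = DMSO wells and 100% = reporter-only cells lacking LRH-1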
COUP-TFII inh – inhibitors of human COUP-TFII (NR2F2) | P24468 | inhibition, % at 8.6 µM | HEK293T NGFI-A luciferase reporter, luminescence | 370,000 compounds, 0.7% hits;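 active means inhibition above a per-plate cutoff, mean inhibition of test wells between control levels plus 3 SD, cut at about 38% in these data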;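 further: cells cotransfected with COUP-TFII expression vector driving the NGFI-A reporter; 0% = median of COUP-TF2 test wells and 100% = reporter-only cells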
NCOA3 inh – human NCOA3 inhibition; Q9Y6Q9; HEK293 GAL4-SRC3 luciferase reporter, luminescence; inhibition, % at 3.6 µM; 360,000 compounds, 0.17% hits;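 active means inhibition above a per-campaign cutoff, the mean of all compounds plus 3 SD, cut at about 60% in these data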;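 further: 0% = DMSO-treated cells and 100% = gossypol-treated cells at 36 µM; higher means less SRC3-driven luciferase light from the GAL4 reporter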
Exocytosis inh – lytic granule exocytosis inhibition; TALL-104 LAMP-1 surface exposure, flow cytometry; cells stimulated with thapsigargin and PMA; inhibition, % at 10 µM; 360,000 compounds, 0.66% hits; AID 651702;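 active means inhibition above about 55%, limit read from the data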
ABHD5-PLIN5 inh – blocks binding of human ABHD5 to perilipin-5; Split G. princeps luciferase complementation, luminescence, 4 h; Q00G26+Q8WTS1; inhibition, % at 4 µM; 360,000 compounds, 0.78% hits;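 active means inhibition above the mean inhibition across every tested compound plus 3 SD, cut at about 22% in these data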;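 further: 0% = DMSO only wells and the 100% control is not disclosed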
NCOA1 inh – inhibits human SRC1 coactivator; HEK293 GAL4-SRC1 luciferase reporter, luminescence; inhibition, % at 3.6 µM; 360,000 compounds, 0.12% hits; AID 588354;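 active means inhibition above the campaign mean plus 3 SD, with each screening campaign given its own cutoff, cut at about 60% in these data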;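 further: 0% = DMSO treated cells and 100% = gossypol at 36 µM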
Target sequence (Q15788 whole entry, looked up, the tested form may be a part): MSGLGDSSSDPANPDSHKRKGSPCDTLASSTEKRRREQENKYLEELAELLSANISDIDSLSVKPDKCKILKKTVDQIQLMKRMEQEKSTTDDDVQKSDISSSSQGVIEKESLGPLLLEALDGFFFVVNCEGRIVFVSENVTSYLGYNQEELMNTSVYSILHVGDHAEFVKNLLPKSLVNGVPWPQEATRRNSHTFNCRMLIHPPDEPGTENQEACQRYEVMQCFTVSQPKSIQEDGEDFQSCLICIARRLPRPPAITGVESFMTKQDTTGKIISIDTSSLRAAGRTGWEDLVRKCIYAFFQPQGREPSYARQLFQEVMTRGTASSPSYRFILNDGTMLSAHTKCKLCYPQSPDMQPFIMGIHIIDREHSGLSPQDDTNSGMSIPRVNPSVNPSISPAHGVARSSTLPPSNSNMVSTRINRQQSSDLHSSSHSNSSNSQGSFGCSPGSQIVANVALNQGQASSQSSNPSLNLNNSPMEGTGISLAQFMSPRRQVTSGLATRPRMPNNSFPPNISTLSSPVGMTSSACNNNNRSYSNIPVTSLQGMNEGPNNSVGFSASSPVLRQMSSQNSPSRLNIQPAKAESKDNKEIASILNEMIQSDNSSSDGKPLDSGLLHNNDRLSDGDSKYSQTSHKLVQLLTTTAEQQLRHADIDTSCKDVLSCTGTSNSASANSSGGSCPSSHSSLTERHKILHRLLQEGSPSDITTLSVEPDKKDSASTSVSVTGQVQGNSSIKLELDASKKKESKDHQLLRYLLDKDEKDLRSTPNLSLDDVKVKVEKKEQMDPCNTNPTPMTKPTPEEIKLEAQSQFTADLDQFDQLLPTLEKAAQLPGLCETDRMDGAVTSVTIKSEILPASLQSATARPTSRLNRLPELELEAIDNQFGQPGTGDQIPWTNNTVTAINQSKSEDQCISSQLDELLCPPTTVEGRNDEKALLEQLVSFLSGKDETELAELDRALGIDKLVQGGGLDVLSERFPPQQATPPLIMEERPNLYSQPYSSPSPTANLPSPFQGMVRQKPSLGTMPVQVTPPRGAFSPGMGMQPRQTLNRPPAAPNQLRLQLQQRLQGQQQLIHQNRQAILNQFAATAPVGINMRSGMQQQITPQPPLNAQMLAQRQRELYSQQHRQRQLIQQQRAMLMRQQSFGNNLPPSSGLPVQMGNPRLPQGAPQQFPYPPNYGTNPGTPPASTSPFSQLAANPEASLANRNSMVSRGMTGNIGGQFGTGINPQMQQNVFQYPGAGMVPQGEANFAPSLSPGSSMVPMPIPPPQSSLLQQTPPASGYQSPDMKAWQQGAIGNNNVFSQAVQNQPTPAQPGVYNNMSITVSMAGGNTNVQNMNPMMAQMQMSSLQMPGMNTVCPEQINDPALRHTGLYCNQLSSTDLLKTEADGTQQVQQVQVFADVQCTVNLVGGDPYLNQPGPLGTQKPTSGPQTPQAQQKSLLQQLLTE
TROY NFkB inh – TROY signaling inhibition. AID 1347056. 360,000 compounds, 0.98% hits. Q293 LMP1-TROYcd NF-kB luciferase reporter, 4 h. inhibition, % at 10 µM;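 active means compounds whose plate-normalised and pattern-corrected inhibition of the luciferase reporter signal at the single screening dose is 50% or more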
NCOA2 inhibitor – human SRC2 (NCOA2) inhibition; Q15596; HEK293 GAL4-SRC2 luciferase reporter, luminescence; inhibition, % at 9 µM; 370,000 compounds, 0.17% hits; AID 651957;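 active means inhibition above the mean inhibition of all tested compounds plus 3 SD, set per campaign, cut at about 52% in these data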;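 further: 0% = DMSO treated cells and 100% = cells given Gossypol at 36 µM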
TWEAK Fn14 block – inhibitors of TWEAK-Fn14 interaction signaling; TWEAK-stimulated Fn14 reporter cells, luciferase luminescence, 8 h; inhibition, % at 10 µM; 360,000 compounds, 2% hits; AID 1159606; in the data active means inhibition above about 50%
TLR9-MyD88 block – TLR9-MyD88 interaction inhibition; Q9NR96+Q99836; CHO BLA complementation TLR9-MyD88, CCF4 FRET ratio; inhibition, % at 4.98 µM; 340,000 compounds, 0.21% hits; AID 504734;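 active means inhibition above the mean over all tested compounds plus 3 SD, cut at about 21% in these data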;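 further: 0% = DMSO only wells and 100% = clavulanate BLA inhibitor control wells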
Starred values were filed as active, the others as inactive; / = no result given; & = joins results of further samples. Not all compounds are listed; the hit share may differ from the screen's.

SMILES	NOD2-RIPK2 inh	NR5A2 inv ag	COUP-TFII inh	NCOA3 inh	Exocytosis inh	ABHD5-PLIN5 inh	NCOA1 inh	TROY NFkB inh	NCOA2 inhibitor	TWEAK Fn14 block	TLR9-MyD88 block
CN1/C(=C/C(=O)c2cccs2)Sc2ccccc21	2	-150	-30	-96	0	-3	-128	-45	-52	23	4
c1coc(-c2nc3nc4ccccc4nc3n2-c2ccc3c(c2)OCCO3)c1	-3	2	-20	-2	-3	6	-9	-39	-12	-15	5
CNc1oc(-c2ccc(C)cc2)nc1P(=O)(c1ccccc1)c1ccccc1	0	1	7	14	1	2	-18	-3	17	-9	4
COC(=O)C1=NN(c2ccc(C)cc2)C2(S1)SC(C(C)=O)=C(C)N2c1ccccc1 (stereo unspecified)	1	1	0	-14	-3	4	14	-2	-12	-7	5
NS(=O)(=O)c1ccc(NC(=S)NC2CCCCCC2)cc1	-5	-13	-17	6	-1	9	-14	-26	12	9	-5
Cc1ccccc1NC(=O)COc1ccc(Br)cc1C	2	-27	-8	-21	0	-7	-29	-49	-8	-4	-1
CN(Cc1ccccc1)S(=O)(=O)c1ccc(OCC(=O)Nc2cccc([N+](=O)[O-])c2)cc1	0	5	7	17	-8	-3	1	8	-39	-7	-1
Nc1ccccc1SCC1CSc2nc3ccccc3c(=O)n21 (stereo unspecified)	10	2	4	10	-4	-4	-3	6	-25	-12	8
Cc1cc(NC(C)c2ccccc2)n2ncc(-c3ccccc3)c2n1 (stereo unspecified)	-7	-76	-56	-112	95*	-11	-82	19	-53	0	-5
Cc1cccc(CNC(=O)c2ccc3nc(Cc4ccccc4F)oc3c2)n1	6	-59	-25	-45	-3	-4	-120	-61	-89	-22	5
CC(=O)N1CCN(Cc2nc3cc(NC(=O)COc4ccccc4)ccc3n2C)CC1	1	6	-14	4	-1	-2	-53	10	-11	-4	3
COc1ccc(OC)c(S(=O)(=O)N2CCC(C(=O)Nc3cccc(C(F)(F)F)c3)CC2)c1	-4	-28	12	17	2	-2	-5	23	-8	23	1
Cc1cccc(C)c1NC(=O)CNC(=O)c1ccc(N2CCOCC2)c([N+](=O)[O-])c1	-8	-18	-14	1	1	-2	-12	-4	-3	8	5
O=C1C2(c3ccccc3)CN(CCO)CC1(c1ccccc1)CN(CCO)C2	7	-9	1	13	3	2	-12	-7	0	-1	-3
O=c1cc(Cl)c(-c2ccccc2)nn1Cc1ccc(Cl)cc1	2	11	17	11	8	-3	-42	4	22	-14	2
COc1ccc(Nc2oc(-c3ccccc3F)nc2C#N)cc1	7	-41	-26	4	0	-5	-47	-38	-52	-1	3
O=C1CCCC2=C1C(c1ccsc1)CC(=O)N2c1nnc(SCc2ccccc2)s1 (stereo unspecified)	8	-5	-14	5	6	-7	-3	13	0	8	4
COc1ccc(Nc2cc(C(=O)NCCCN3CCOCC3)c3ccccc3n2)c(OC)c1	-6	-18	-4	5	3	2	-15	4	16	-15	0
CC[n+]1c(C)sc2c(C)cc(C)cc21	0	-25	-11	-21	0	-16	-23	-10	-6	-3	6
Cn1c(Cc2ccccc2)n[nH]c1=S	-6	-16	0	18	1	0	-10	-4	-17	-14	6
OC(COCC(F)(F)C(F)(F)C(F)(F)C(F)F)Cn1c2ccc(Cl)cc2c2cc(Cl)ccc21 (stereo unspecified)	-2	16	/	19	0	0	8	57*	/	64*	5
Cc1noc(C)c1-c1ccc(C(=O)NCCN2CCOCC2)c2occc12	13	14	-43	1	1	6	-3	3	-39	-4	/
Fc1ccccc1C1c2[nH]c3ccccc3c2CCN1CCCn1cccn1 (stereo unspecified)	2	18	19	13	10	-5	2	-1	18	-1	5
CCOC(=O)c1ccc(Nc2cc(C)nc(N3CCOCC3)n2)cc1	11	5	-22	13	6	-5	0	4	-2	12	-1
Oc1ccc(Nc2nc(-c3ccccc3O)nc3ccccc23)cc1	10	33	5	-1	23	-1	-11	-1	0	41	2
Cc1cc(C)nc(SCC(=O)c2c(N)n(C)c(=O)n(C)c2=O)n1	7	1	4	-22	0	7	-12	7	-16	-16	-1
Cc1c(C)n(Cc2ccc(F)cc2)c2ccc(C(=O)NCCCN3CCOCC3)cc12	-1	8	17	-2	12	-4	-3	-4	-10	-16	-12
CCn1c(=NC(=O)c2cccc(N3C(=O)CCC3=O)c2)sc2c(OC)ccc(OC)c21	1	-3	-8	-21	8	-3	-6	12	-5	-10	10
O=C(NCCCO)c1nnc(Cc2c(F)cccc2Cl)o1	-9	8	-8	18	0	14	9	11	6	0	0
CCc1sc(C(=O)NCCCN2CCCC2=O)cc1Br	5	-24	-9	1	-2	0	-11	6	-6	-1	-3

Two compounds picked at random from those above, as already listed:
SMILES	NOD2-RIPK2 inh	NR5A2 inv ag	COUP-TFII inh	NCOA3 inh	Exocytosis inh	ABHD5-PLIN5 inh	NCOA1 inh	TROY NFkB inh	NCOA2 inhibitor	TWEAK Fn14 block	TLR9-MyD88 block
Cc1cc(C)nc(SCC(=O)c2c(N)n(C)c(=O)n(C)c2=O)n1	7	1	4	-22	0	7	-12	7	-16	-16	-1
CCc1sc(C(=O)NCCCN2CCCC2=O)cc1Br	5	-24	-9	1	-2	0	-11	6	-6	-1	-3

Next section.
SMILES	NOD2-RIPK2 inh	NR5A2 inv ag	COUP-TFII inh	NCOA3 inh	Exocytosis inh	ABHD5-PLIN5 inh	NCOA1 inh	TROY NFkB inh	NCOA2 inhibitor	TWEAK Fn14 block	TLR9-MyD88 block
CCN(Cc1ccccc1)c1ccc(/C=N/NC(=S)NC(C)C)cc1	1	33	7	10	4	-12	9	-8	18	3	8
Fc1ccc(C2CC(c3ccco3)=Nc3ccccc3S2)cc1 (stereo unspecified)	3	7	2	-22	0	46*	-8	46	-29	44	-3
CN(CC(=O)Nc1cccnc1)S(=O)(=O)c1ccccc1	-1	-8	6	10	0	-4	8	-23	0	1	-1
CSCCNC(=O)c1ccc(C(C)(C)C)cc1	-4	-138	-63	-74	0	3	-108	-26	-59	28	6
Nc1ccc(/C=C/C(=O)c2cccs2)cc1	30*	-63	-29	-52	-2	13	-65	-39	-93	-7	23*
C=CCOC(=O)C1=C(C)OC(N)=C(C#N)C1c1ccoc1 (stereo unspecified)	4	-6	-7	-5	0	4	-4	2	9	13	-6
Cc1ccc([N+](=O)[O-])cc1NC(=S)NC(=O)c1c(Cl)cnn1C	-11	-14	23	10	-4	1	-12	18	-1	2	-5
Cc1c(Cl)cnc(NC(=O)COC(=O)C2CCCC2)c1Cl	-1	1	-15	-16	-4	-1	-13	-1	-21	-22	6
COCCNc1nc(N)c([N+](=O)[O-])c(NCCO)n1	0	19	2	6	7	1	-6	6	5	14	-2
C=CCNC(=S)NNC(=O)c1cccn(Cc2ccc(Cl)cc2)c1=O	1	-31	-5	1	1	7	4	4	-10	-1	-3
CCCCCc1ccc(-c2cn(Cc3ccc(C(=O)c4ccccc4)cc3)nn2)cc1	-8	-32	0	-36	2	-2	-16	-14	-12	10	1
Cc1cc(C)c(C#N)c(SCC(O)CS(=O)(=O)Cc2ccccc2)n1 (stereo unspecified)	-8	20	0	22	7	10	3	-4	5	13	-2
O=C(NCCc1c[nH]c2ccccc12)c1cc(S(=O)(=O)N2CCCCC2)ccc1N1CCOCC1	-8	7	-1	0	1	-1	-10	0	10	-14	1
O=C(c1[nH]c(C(F)(F)F)nc1-c1ccccc1)N1CCCN(Cc2ccc(F)cc2)CC1	-2	4	17	-11	1	1	14	-8	19	-6	/
CC(NC(=S)Nc1ccccc1Cl)C(c1cccs1)N1CCCC1 (stereo unspecified)	-12	-1	9	5	-1	-1	5	-6	12	2	-2
COc1ccc(NC(=O)COC(=O)CO/N=C(\C)c2ccc3c(c2)OCO3)cc1S(N)(=O)=O	4	-15	12	-12	-1	-2	4	-17	-2	-15	-10
COc1cc(CNCCSc2nnnn2C)cc(Br)c1OCc1ccccc1	-6	-12	-10	-18	8	16	-14	-7	-13	-20	-23
COc1cc(C(=O)Nc2c(C(=O)O)[nH]c3ccccc23)cc(OC)c1OC	-8	16	-3	-22	-6	-5	-16	-3	6	6	2
CCN(CC)S(=O)(=O)c1ccc(NS(=O)(=O)c2cccs2)cc1	-7	-23	20	10	8	15	17	-2	5	-11	-3
O=S(=O)(c1ccc(N2CCC(c3ccc(Cl)cc3)=N2)cc1)N(CCO)CCO	-50	8	-6	-8	-2	7	1	-28	-16	-53	-52
COc1ccc2c(c1)cc1n2CCN=C1NN	2	-20	-40	-12	-3	-1	-14	-38	-6	-6	-6
CCc1ccc(N=c2c([N+](=O)[O-])nn(-c3ccc4c(c3)OCCO4)n2O)cc1	19	-18	-14	5	-2	1	6	26	-40	26	-1
CCN1CCc2nc(NC(=O)c3cc(F)c(F)cc3Cl)sc2C1	-3	-5	-5	-10	1	-3	-26	6	14	-8	-1
O=C(CCCC(=O)N(CC(=O)NC1CCCCC1)c1cccc(F)c1)Nc1ccccn1	-16	8	-15	-20	-4	7	-31	-42	10	4	6
CC(Oc1ccccc1Cl)C(=O)N1CCOCC1 (stereo unspecified)	-4	3	3	13	5	-5	-15	4	-28	7	2
O=C(COc1ccc([N+](=O)[O-])cc1)NN=C1CCCC1	1	1	6	7	1	5	-19	3	-1	-15	6
Cn1c(CCN2CCOCC2)nc2cc(NC(=O)c3cccs3)ccc21	-2	2	-25	-10	-2	-2	5	15	1	-22	6
Cn1nnnc1SCC(=O)N1CCN(c2ccc(Cl)cc2)CC1	-2	5	16	-2	-2	1	10	3	-3	15	4
COc1ccc(C(=O)NNC(=O)c2cccc3ccccc23)cc1	-3	-50	-16	-36	-2	-1	-35	-37	-44	-54	-16
COc1cc(/C=N/N2CCOCC2)ccc1OCc1ccccc1	0	-28	-58	-20	-5	-16	-40	-32	-56	-32	-8
CCOC(=O)N1CCN(CCC(=O)Nc2cccc(Br)c2)CC1	0&2	-2&-7	-7&-1	3&1	-9&0	6&3	-16&4	-2&-5	-38&10	17&-21	3&0
O=C(N/N=C/c1cc(O)ccc1Br)c1cccnc1	2	-1	-7	54	15	3	28	11	6	-19	2
O=C(NCc1nc2ccccc2[nH]1)C1=C[C@@H](C2CCCCC2)C[C@@H](OCc2ccc(CO)cc2)O1	5	6	6	0	-5	3	-10	8	-25	7	-11
O=C1NC(=S)NC1=Cc1ccco1	-15	2	-8	3	38	14	14	-1	-8	-4	-3
O=C(NCCCN1CCOCC1)c1ccc(CS(=O)(=O)Cc2ccc(Cl)cc2)o1	-4	3	-2	10	-2	-7	-26	-4	-1	-4	5
CC(CNC(=O)Cn1cnc2c(OCc3ccccc3)ncnc21)c1ccccc1 (stereo unspecified)	1	3	-8	4	-2	-5	-14	-4	7	-5	-3
CCOC(=O)N1CCN(CCC(=O)Nc2ccccc2OC)CC1	-4	4	0	3	0	4	-15	-14	-4	0	1
CN(C)C=NC(=O)c1cc(C(=O)c2ccc(F)cc2)c[nH]1	-5	-2	3	10	-1	-3	-9	1	-2	7	1
N#C/C(=C(/O)COC(=O)c1ccc(C#N)cc1)c1nc2ccccc2s1	-1	8	-1	0	-2	4	-5	15	17	-13	-2
COC(=O)c1ccc2nc(-c3ccc(C)cc3)c(Cc3cccc(Cl)c3)n2c1	-11	-8	-9	/	3	-10	/	6	-16	-4	/
Cc1ccc(N2CC(C(=O)Nc3c4c(nn3C(C)(C)C)CS(=O)(=O)C4)CC2=O)cc1C (stereo unspecified)	-11	15	16	14	-1	1	6	-10	-10	1	-1
